# KDM5B inhibitor: Primary screen for KDM5B Histone Demethylases FDH-coupled qHTS | Potency, µM (doses to about 57.7 µM), for inactives: at the highest dose activity change, negative = inhibition, actives largely listed as inhibitors | KDM5B demethylase, FDH-coupled NADH fluorescence (FDH is formaldehyde dehydrogenase) | AID 1347165, 2019 | Lysine-specific demethylase 5B (Homo sapiens), Q9UGL1 | hit rate 2.6% among 220,000; active means well fitted inhibition curve with a large enough effect; inconclusive means small, poorly fitted or top-dose-only effect; inactive means no such curve, though single readings can be large or run the other way; further: 0% is about no effect; nearly all actives have a fitted effect of over 70% in size
# Target sequence (Q9UGL1 whole entry, looked up): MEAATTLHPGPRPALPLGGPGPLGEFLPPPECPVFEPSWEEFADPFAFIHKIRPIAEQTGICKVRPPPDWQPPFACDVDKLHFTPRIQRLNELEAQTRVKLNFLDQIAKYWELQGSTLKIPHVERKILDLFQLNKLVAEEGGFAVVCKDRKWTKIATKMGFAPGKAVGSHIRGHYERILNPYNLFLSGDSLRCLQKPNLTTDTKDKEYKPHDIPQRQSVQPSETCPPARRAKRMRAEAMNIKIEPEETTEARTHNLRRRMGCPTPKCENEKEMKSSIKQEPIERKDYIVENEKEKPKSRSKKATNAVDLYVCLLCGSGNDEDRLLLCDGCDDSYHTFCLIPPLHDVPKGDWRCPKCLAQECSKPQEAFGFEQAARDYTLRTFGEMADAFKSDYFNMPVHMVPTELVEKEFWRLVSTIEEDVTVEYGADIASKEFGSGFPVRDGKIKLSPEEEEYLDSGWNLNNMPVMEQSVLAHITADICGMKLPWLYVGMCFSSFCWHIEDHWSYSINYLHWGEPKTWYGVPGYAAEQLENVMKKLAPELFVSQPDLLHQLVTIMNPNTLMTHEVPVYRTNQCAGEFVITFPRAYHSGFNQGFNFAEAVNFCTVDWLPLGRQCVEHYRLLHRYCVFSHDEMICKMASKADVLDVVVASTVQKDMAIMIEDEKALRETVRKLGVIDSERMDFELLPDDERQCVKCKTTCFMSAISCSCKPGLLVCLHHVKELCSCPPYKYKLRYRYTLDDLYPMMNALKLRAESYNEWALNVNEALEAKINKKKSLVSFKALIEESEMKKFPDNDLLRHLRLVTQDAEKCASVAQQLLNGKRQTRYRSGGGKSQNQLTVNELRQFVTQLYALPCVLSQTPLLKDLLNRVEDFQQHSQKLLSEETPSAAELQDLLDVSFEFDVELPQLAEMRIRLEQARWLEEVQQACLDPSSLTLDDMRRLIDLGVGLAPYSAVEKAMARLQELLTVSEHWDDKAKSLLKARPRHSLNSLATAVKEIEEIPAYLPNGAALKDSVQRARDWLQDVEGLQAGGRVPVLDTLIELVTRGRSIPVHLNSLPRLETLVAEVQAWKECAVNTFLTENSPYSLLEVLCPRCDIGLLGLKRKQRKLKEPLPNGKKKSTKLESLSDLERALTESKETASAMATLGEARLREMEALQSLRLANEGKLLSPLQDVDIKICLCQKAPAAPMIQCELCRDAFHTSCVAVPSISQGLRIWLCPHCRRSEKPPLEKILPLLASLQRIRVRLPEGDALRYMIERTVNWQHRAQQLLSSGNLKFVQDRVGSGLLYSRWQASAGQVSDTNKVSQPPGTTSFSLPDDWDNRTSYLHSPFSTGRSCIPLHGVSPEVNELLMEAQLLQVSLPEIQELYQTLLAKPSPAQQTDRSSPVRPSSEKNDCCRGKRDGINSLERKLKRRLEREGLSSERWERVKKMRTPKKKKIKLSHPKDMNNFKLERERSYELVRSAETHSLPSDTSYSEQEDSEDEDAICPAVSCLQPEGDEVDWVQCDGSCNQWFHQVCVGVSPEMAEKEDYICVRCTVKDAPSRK
#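 Compound dilutions met 200 nM (final) KDM5BΔAP for 10 min at room temperature before substrate addition. The substrate mix held 12.5 µM H3K4me3 with cofactors 25 µM α-ketoglutarate and 50 µM Fe²⁺. NADH signal gain over 30 min defined activity.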
# Numbers without * were called inactive; ? = inconclusive; [ ] = remark or other dose. Potency means the concentration at half of the fitted maximal effect. Some of the compounds tested, so the mix of outcomes need not match the whole.
Structure,KDM5B inhibitor
Cc1ccc(NC(=O)CN(C)C(=O)c2ccc3c(c2)nnn3C(C)C)cc1C,11%
O=C1CCNc2c(Cl)cccc21,-38%
CCOC(=O)c1[nH]c2c(c1Cc1ccccc1OC)C(=O)CC(c1ccc(OCC)cc1)C2 (stereo unspecified),-5%
CCCN1CCN(CCCNC(=O)Cn2nc(CC)n3c(cc4occc43)c2=O)CC1,?
c1ccc(N2CCN(Cc3cc(CC4(NCc5cnc6ccccc6c5)COC4)no3)CC2)cc1,?
Cc1nc(CN2CCN(C(=O)Cn3nnnc3CN3C[C@@H](C)O[C@@H](C)C3)CC2)cs1,-17%
COc1ccc2nc(Nc3nc(-c4ccccc4)cc(=O)[nH]3)nc(C)c2c1,17%
O=C(NC1CCCCC1)N[C@H]1CO[C@H]2[C@@H]1OC[C@@H]2n1cc(-c2ccccn2)nn1,-29%[86.2 µM]

# Given field by field: part of the list above.
CCOC(=O)c1[nH]c2c(c1Cc1ccccc1OC)C(=O)CC(c1ccc(OCC)cc1)C2 (stereo unspecified)
  KDM5B inhibitor: -5%
CCCN1CCN(CCCNC(=O)Cn2nc(CC)n3c(cc4occc43)c2=O)CC1
  KDM5B inhibitor: ?
c1ccc(N2CCN(Cc3cc(CC4(NCc5cnc6ccccc6c5)COC4)no3)CC2)cc1
  KDM5B inhibitor: ?
Cc1nc(CN2CCN(C(=O)Cn3nnnc3CN3C[C@@H](C)O[C@@H](C)C3)CC2)cs1
  KDM5B inhibitor: -17%

# Next part.
Structure,KDM5B inhibitor
COc1ccc(CC(=O)O)cc1S(=O)(=O)N1C[C@H](C(C)C)[C@@H](N)C1,15%
Cc1cc(C(F)(F)F)nc(SCc2c(Cl)cccc2Cl)n1,7%
CN1CCN(C(=O)c2ccccc2NC(=O)c2ccccc2)CC1,-9%
CC(C)c1ncc(-c2cc(C(=O)N(C)C(C)C)c3ccc(F)cc3n2)cn1,-29%
Cc1ccc(S(=O)(=O)N(CC(O)Cn2c3ccccc3c3ccccc32)c2cccc(C(=O)NCCO)c2)cc1 (stereo unspecified),-25%
O=C(CC(c1cccc2c1OCO2)c1c[nH]c2ccccc12)NCc1ccccc1 (stereo unspecified),-5%
COC(=O)c1ccc(COC(=O)c2ccc(C(C)=O)s2)cc1,18%
COc1ccc(OCc2ccc(C#N)cc2)c(C(=O)O)c1,15%

# Not a retest: 2 of the compounds above.
Structure,KDM5B inhibitor
COC(=O)c1ccc(COC(=O)c2ccc(C(C)=O)s2)cc1,18%
COc1ccc(OCc2ccc(C#N)cc2)c(C(=O)O)c1,15%

# More results:
Structure,KDM5B inhibitor
C=CCOc1ccc(/C=C/C(=O)c2ccc(OCCCCC)cc2)cc1,-7%
CN(C)c1ccc(CN[C@H]2C[C@H]3C(=O)NC[C@@H](CCC(=O)N4CCc5ccccc54)N3C2)cc1,-6%
CCONC(=O)COc1ccc(C#N)cc1,-7%
Nc1nnc(SCC(=O)Nc2ccc(N3CCOCC3)c(Cl)c2)s1,-11%
CC(CO)Nc1ncnc2c1CN(C1CCCNCC1)C(=O)CN2C (stereo unspecified),?
CCOC(=O)Cc1ccc(NC(=O)NC(C(=O)N2CCc3ccccc32)c2ccccc2)cc1 (stereo unspecified),5%
CCc1ccc(CN(C)C(=O)c2cn(CC3COc4ccccc4O3)nn2)cc1 (stereo unspecified),13%
CSC(=Nc1cccc([N+](=O)[O-])c1)SC,-21%

Structure,KDM5B inhibitor
CN(C)C(=O)c1ccccc1Br,18%
Cn1ncc2c(C(=O)N3CCN(c4ncccn4)CC3)cc(-c3ccc([S+](C)(=O)[O-])cc3)nc21,-4%[115 µM]
Cc1noc(-c2cccc(OC3CN(S(=O)(=O)c4c(C)noc4C)C3)c2)n1,7%
COc1cc(-c2csc(NC3CC3)n2)ccc1OC(F)F,5%
CCOC(=O)C1CCN(c2nc3ccccc3n3c(=O)n(CC(=O)Nc4ccc(C#N)cc4)nc23)CC1,-6%
CCCn1c2ccccc2c2cnn(CC(=O)NCCN(C)C)c(=O)c21,?
Cc1ccc(-n2c(=O)c3cccnc3n2CC(=O)Nc2ccc(F)cc2F)cc1C,-15%
COc1ccc(CCNc2ncnc3c2CN(C2CCC2)C(=O)N(C)C3)cc1,-23%

Structure,KDM5B inhibitor
CC(C)c1noc(-c2nc(-c3ccc4c(c3)OCO4)no2)n1,?
CC1CCc2c(sc(NC(=O)CCC(=O)O)c2C(=O)NC2CC2)C1 (stereo unspecified),?
COc1ccc(C2Cn3nnc(C(=O)N4CCN(C(=O)c5sccc5C)CC4)c3CO2)cc1 (stereo unspecified),-9%
O=C(CCN1C(=O)c2ccccc2Sc2ncccc21)Nc1ccc(F)cc1F,?
COCCCNC(=O)C(C)(C)Oc1nn(Cc2cccc(Cl)c2)c2ccccc12,?
COc1ccc(CCNC(=O)CCc2cn(Cc3ccc(C)cc3)c3ccccc23)cc1OC,?
COc1ccc(C(=O)N[C@H]2C[C@H]3C(=O)Nc4cc(Cl)ccc4C(=O)N3C2)cc1,3%[86.2 µM]
NC(=O)C1(N2CCCCC2)CCN(C(=O)Nc2ccc(F)cc2)CC1,7%

Structure,KDM5B inhibitor
Cc1ccc(C)c(N2CCN(C(=O)c3cc4c(=O)n(Cc5cccnc5)ccc4nc3C)CC2)c1,?
COc1ccc(OC)c(CNC(=O)c2c(-c3ccc(C)cc3)nnc3ccccc23)c1,-5%
CCc1cccc(-n2nnc(-c3nsc(NC(=O)c4ccc(C)cc4)n3)c2C)c1,17%
COc1ccc(Cl)cc1NC(=O)c1cn(C2CCCC2)c(=O)c2c1c1ccccc1n2C,-56%
CCCNC(=O)N1CCC(Cc2ccccc2)CC1,-21%
COC(=O)c1ccccc1NC(=O)CSc1nncc2ccccc12,10%
Cc1ccc(-c2noc(CSc3nnc4ccccn34)n2)cc1,22%
Cc1ccccc1CCNC(=O)C1CCN(c2nc3ccccc3nc2C(F)(F)F)CC1,-7%

Structure,KDM5B inhibitor
CC(C)NC(=O)C1=NOC2CN(C(=O)C3CC3)CC12 (stereo unspecified),2%[149 µM]
CS(=O)(=O)N1CCC2(CC1)CC(c1ccccc1)C(=O)N(C1CC1)C2 (stereo unspecified),17%
COc1ccccc1OCC(=O)NCC1(N(C)C)CCCCC1,-23%
O=c1cc(CN2CCC(Cc3ccccc3)CC2)c2cc(O)c(-c3ccccc3)cc2o1,-17%
S=c1sc2c(s1)SC1C3CCC(C3)C1S2 (stereo unspecified),16%
COc1ccc(C(=O)c2sc(Nc3cccc(C(F)(F)F)c3)nc2N)cc1OC,?
CCc1noc(C)c1C(=O)N[C@H](c1ccc2c(c1)CCO2)C1CC(O)C1 (stereo partly specified),-8%
CC(C)(C)NC(=O)c1cc(-c2cccs2)nc2ccccc12,?

Structure,KDM5B inhibitor
CCN1CCN(C[C@@H]2CN(Cc3ccccc3OC(F)F)C[C@@H]2CO)CC1,?
CCn1c(=O)c2ccnn2c2ccc(C(=O)NCc3ccc(OC)cc3OC)cc21,?
CC(Sc1ncnc2ccccc12)C(=O)Nc1cccc(C(F)(F)F)c1 (stereo unspecified),5%
O=C(c1ccccc1F)N1CCC(N2CCCC2=O)CC1,3%[149 µM]
CCNC(=O)C1(c2ccc(NC(=O)C(C)C)cc2)CCCCC1,-6%
CCOc1ccc(NC(=O)Cn2nc3c(cc2=O)CC(C)CC3)cc1 (stereo unspecified),0%
CC(NC(=O)c1ccc2c(c1)sc1nc(-c3ccccc3)cn12)C12CC3CC(CC(C3)C1)C2 (stereo unspecified),?
CC1Oc2ccc(NC(=O)c3ccc(F)cc3F)cc2CN(Cc2ccccc2Cl)C1=O (stereo unspecified),?

Structure,KDM5B inhibitor
Cn1c(=O)oc2cc(S(=O)(=O)CCC(=O)N3CCN(c4ccccc4)CC3)ccc21,?
CCCCn1nc(C(=O)Nc2cccc(OC)c2)c2ccccc2c1=O,-4%
CC(C)CCn1cnc2c1c(=O)n(CC(=O)N1CCCc3ccccc31)c(=O)n2Cc1ccccc1,9%
CCCN(Cc1ccc(C#N)cc1)C(=O)C1=NNC(=O)CC1,27%
O=C(c1ccccc1)n1nc(-c2ccc(Cl)cc2)nc1NCc1ccco1,-9%
Cc1noc(C)c1CN1C[C@H]2[C@H](C1)[S+](=O)([O-])C(C)(C)C(=O)N2Cc1ccccc1F,6%
Cc1cc(C)c(CNC(=O)c2cc(-c3cccc4[nH]ccc34)cc3ncn(C)c23)c(=O)[nH]1,?
CN(CC(=O)NC1CC(C)(C)NC(C)(C)C1)S(=O)(=O)c1ccc(Br)cc1,12%

Structure,KDM5B inhibitor
O=c1cc(CN2CCCN(Cc3ccc(C(F)(F)F)cc3)CC2)nc2ccc(Cl)cn12,28%
COc1cc(NS(=O)(=O)c2cccc(Br)c2)c(C(=O)O)cc1OC,-21%
O=C(OCc1ccccc1)N1CCCN(c2cc(C3CC(O)C3)ncn2)CC1 (stereo unspecified),46%
O=C(C1CC=CCC1)N1CCC(Cc2nncn2-c2ccccc2)CC1 (stereo unspecified),-1%
CC(C)C(=O)NC1CCCN(C(=O)c2cc(=O)[nH]c3ccccc23)C1 (stereo unspecified),-25%
COc1ccc(C(=O)N2[C@@H]3CC[C@H]2CC(NC(=O)c2cnc(C)cn2)C3)cc1OC (stereo partly specified),-20%
COc1ccc(S(=O)(=O)N(C)c2ccc(C(=O)N3CCN(c4ccccc4)CC3)cc2)cc1OC,-13%
Cc1cnc(CC2CCN(S(=O)(=O)c3ccccc3)C2)n1C(C)C (stereo unspecified),-15%

# An excerpt from above in order of molecular weight, largest number first:
Structure,KDM5B inhibitor
COc1ccc(S(=O)(=O)N(C)c2ccc(C(=O)N3CCN(c4ccccc4)CC3)cc2)cc1OC,-13%
COc1ccc(C(=O)N2[C@@H]3CC[C@H]2CC(NC(=O)c2cnc(C)cn2)C3)cc1OC (stereo partly specified),-20%
Cc1cnc(CC2CCN(S(=O)(=O)c3ccccc3)C2)n1C(C)C (stereo unspecified),-15%

# Going on with the list.
Structure,KDM5B inhibitor
CCc1cccc(NC(=O)COC(=O)c2cc(C)nc3ccccc23)c1,-12%
CCc1cc(C(=O)N2C[C@@H](C(=O)O)[C@H](c3cccc(OC)c3)C2)cs1,-16%
COc1cc(=O)n2c(c1C(=O)Nc1cccc3c1CCCC3)CCCC2,12%
COc1ccc(C(=O)N2CCC(=O)N(Cc3ccc(F)cc3)C(C(C)C)C2)o1 (stereo unspecified),-22%
CCNC(=O)NC(=O)C(C)N(C)Cc1cccc(C#N)c1 (stereo unspecified),10%
CCC1CCc2sc(C(=O)N3CCCN(C)CC3)cc2C1 (stereo unspecified),-10%
COc1cccc(CNC(=O)CCc2cc3ccc(C)cc3[nH]c2=O)c1OC,-25%
Cc1ccc(CN2CCN(CCCc3ccccc3)CC2CCO)cc1 (stereo unspecified),0%

Structure,KDM5B inhibitor
CC(C)CCN1CC(C(=O)NCc2ccncc2)C2(CCOCC2)C1 (stereo unspecified),-7%
O=C(CCn1nc(-c2ccc(Cl)cc2)c2ccccc2c1=O)Nc1cccc(Cl)c1,-20%
Cc1ccc2c(CC(=O)Nc3ccc(S(=O)(=O)N4CCCCC4)cc3)coc2c1C,-20%
COc1ccc(-c2cc3c(=O)n(CCNC(=O)c4ccc(OC)c(OC)c4)ccn3n2)cc1,?
COc1c(C)cccc1C(=O)Nc1cccc2ccc(C)nc12,?
CCN(CC)Cc1nc(C2(O)CCN(CCC(C)C)CC2)cs1,-1%[86.2 µM]
CC(NC(=O)NC(=O)c1cccc(Cl)c1)c1ccccc1 (stereo unspecified),-12%
O=C(COC(=O)C1(c2ccc(F)cc2)CCCC1)Nc1cc([N+](=O)[O-])ccc1F,-1%

Structure,KDM5B inhibitor
CN(Cc1ccccc1)C(=O)c1ccc(CSc2nc3cccnc3n2Cc2ccccc2F)cc1,?
COC(=O)c1cccc(OC(=O)/C=C/c2ccc(-c3ccccc3)s2)c1,-9%
COc1cccc(/C=N/NC(=O)c2cnccn2)c1OC,-2%
CC(C)CCNC(=O)NC(=O)COC(=O)Cc1n[nH]c(=O)c2ccccc12,13%
CCc1ccc(NC(=O)CSc2nc(-c3ccccc3)c(C#N)c(=O)[nH]2)cc1,-22%
COCc1cc(=O)n(CC(=O)Nc2ccccc2)c(N2CCOCC2)n1,?
NC(=O)[C@@H]1CN(C(=O)c2ccccn2)C[C@H]1COc1ccccc1,22%
Cc1ccc(CNC(=O)c2ccccc2NC(=O)CSc2nc(C)cs2)cc1,8%

Structure,KDM5B inhibitor
COc1ccc(C(=O)N2CCN(c3nc4ncccc4o3)CC2)cc1,?
Cc1cc(Br)ccc1NC(=O)c1c(C)oc2ncnc(N3CCCCC3)c12,-18%
O=C(NCCCn1ccnc1)c1ccc(C2CCCNC2)cc1 (stereo unspecified),18%
CCOc1ccc(OCC)c(NC(=O)CCc2nc3cccnc3n2Cc2cccs2)c1,?
CN(Cc1ccccc1)C(=O)c1cc(=O)[nH]c2ccc(S(=O)(=O)Nc3ccc(F)cc3)cc12,11%
Cc1cnc(C2CCOCC2)n1C1CCNCC1,-22%
O=C(O)CCc1ccc(-c2ccccc2)n1CC(=O)Nc1ccccc1C(F)(F)F,?
CCC(=O)Nc1cc(-c2nc3cc(C(C)C)ccc3o2)ccc1Cl,-13%

Structure,KDM5B inhibitor
Cc1nc2c(c(-c3ccc(Cl)cc3)n1)CCN(C(=O)C1CCCC1)CC2,-16%
CC(C1CCCCC1)C(C)(CCC(=O)O)CC(=O)O (stereo unspecified),8%
COc1ccc(C2CCCN2C(=O)Cn2cccnc2=O)cc1 (stereo unspecified),11%
CCc1cc(=O)n(CC(=O)Nc2ccc(OC)c(OC)c2)c(-c2ccccc2)n1,15%

# Source: PubChem BioAssay
